# High-throughput results (PubChem)
# Growth percent in the NCI-60 one-dose screen (48 h, 10 µM unless noted): 100 = growth as untreated, 0 = no growth, -100 = all killed.
# HOP-92: HOP-92 NSCLC cells; 71,000 tested, 6.3% active; AID 1794738
# UACC-62: UACC-62 melanoma | 81,000 tested, 5.4% active
# M14: M14 melanoma. 80,000 tested, 6.2% active
# CCRF-CEM: CCRF-CEM leukemia; AID 1794778; 77,000 tested, 7% active
# HOP-62: HOP-62 NSCLC; 80,000 tested, 3.9% active
# RPMI-8226: RPMI-8226 leukemia cells. 77,000 tested, 7.5% active. AID 1794781
# EKVX: EKVX NSCLC | 71,000 tested, 3% active
# A549/ATCC: A549/ATCC NSCLC; 81,000 tested, 3.7% active; AID 1794740
# The depositor's hits bear a star; x = not tested or not shown; & = joins results of further samples. Rule for the calls: active = growth percent below 10; inactive = the rest. Hits appear at their usual frequency; 12% or so of the library scored in one or more.
SMILES,HOP-92,UACC-62,M14,CCRF-CEM,HOP-62,RPMI-8226,EKVX,A549/ATCC
CCCCOC(c1ccccc1)c1ccccc1,81.3,110.1,97.1,93.3,96.6,95.6,99.2,99.2
Cc1ccc2c(CCO)c[nH]c2c1,88.9,95.4,94.0,102.5,103.3,90.4,99.5,102.7
COc1cc2oc(-c3cccc(C(=O)N[C@@H](CC(C)C)C(=O)OC(C)(C)C)c3)cc(=O)c2c(OC)c1OC,x,51.6,93.7,40.2,43.4,37.4,89.7,76.0
COc1ccc(C(=O)CC(Sc2ccccc2N)c2ccc(OC)cc2)cc1 (configuration not stated),86.9,90.0&92.7,98.4&116.5,88.8&89.4,105.3&95.3,66.4&54.4,94.1,94.1&95.1
CCOC(=O)CC1(O)CSc2nc(N)cc(=O)n21 (configuration not stated),88.0,115.0,117.3,98.1,99.3,104.1,x,99.0
Cc1ccc(C(=O)c2c(N)c(C#N)cn2Cc2ccc(Cl)cc2Cl)cc1,100.7,91.8,96.3,100.1,97.1,93.0,97.7,98.7
Cc1nc(Cl)c2c(n1)N(C)c1ccc(O)cc1C(C)C2 (configuration not stated),66.4,71.2,102.0,83.0,80.2,73.3,78.2,83.8
C=C(C)[C@@H]1CC[C@]2(C(=O)NCCNCCN)CC[C@]3(C)[C@H](CC[C@@H]4[C@@]5(C)CC[C@H](O)C(C)(C)[C@@H]5CC[C@]43C)[C@@H]12,81.8,89.7,97.1,92.8,98.6,86.3,100.7,97.6
Cc1ccc(C)n1CCO,x,101.1,103.0,98.5,96.3,101.0,104.0,93.9
c1ccc2c(c1)CCC2c1cc2ccccc2s1 (configuration not stated),95.1,99.2,97.0,114.2,85.3,108.5,99.0,98.3
CC(=O)c1cc2c(N)c(C(=O)Nc3cccc4cccnc34)sc2nc1C,105.7,91.5,116.1,98.8,95.7,101.1,102.5,105.6
Cc1nc(NC(=O)NC2CCCCC2)sc1C(=O)NN,-17.1*,90.8,94.9,111.5,x,112.5,119.4,102.5
CC(=O)c1ccc(NC(=O)CSc2nnc(-c3cc(-c4ccc(S(C)(=O)=O)cc4)nc4ccccc34)n2-c2ccccc2)cc1,78.7,88.3,95.7,99.0,79.4,86.2,89.6,88.9
O=C1NC(=S)S/C1=C/c1ccc(/C=C2/SC(=S)NC2=O)cc1,114.3,93.3,100.8,113.9,91.3,108.7,104.1,99.2
Cc1cc(=O)[nH]n1-c1c(N)cc(Cl)cc1Cl,100.0,x,98.1,x,112.2,105.2,101.5,94.8
CCOC(=O)c1c(SC)nn(C(=S)Nc2ccccc2)c1N,124.4,92.8,99.6,110.6,91.4,112.8,100.1,113.1
O=S(=O)(Nc1cccc(C(F)(F)F)c1)c1cc(Cl)c(Cl)cc1Cl,62.9,58.8,92.7,69.4,101.0,78.2,x,74.9
O=C1/C(=C/c2ccccc2)CC/C1=C\c1ccccc1,100.2,99.1,96.6,127.0,103.2,121.4,104.7,101.4
Cc1c[nH]c(=O)[nH]c1=O,x,100.4,97.0,x,x,x,96.3,96.9
COc1cc(/C=C2\C(=O)Nc3cc(C)c(O)cc32)cc(OC)c1OC,63.6,57.9,65.9,16.3,85.7,-18.3*,48.5,50.1
Oc1ccccc1C=Nc1cccc2c1C(O)c1ccccc1-2 (configuration not stated),83.4,83.9,94.1,91.7,78.2,82.8,87.5,92.6
C=CCOc1ccccc1C(=O)OC,53.7,110.4,106.2,93.0,103.3,102.6,121.0,101.2
CN(C)CCS(=O)(=O)Nc1cc(-c2ccc3ncnc(Nc4ccc(F)c(Cl)c4)c3c2)cnc1Cl,-21.4*,-2.9*,4.7*,0.9*,-5.4*,-39.9*,-9.2*,-31.7*
Cn1cc(-c2nc(-c3cn(C)c4c(Cl)nccc34)cs2)c2cc(Br)ccc21,109.6,72.7,87.8,87.2,102.8,89.2,83.6,80.1
Cc1ccc(/C=C/C(=O)Nc2ccc3oc(=O)ccc3c2)cc1,95.8,101.5,102.6,103.4,103.9,97.7,98.2,97.8

# Results in RPMI-8226, UACC-62 and M14, for 2 of the compounds above:
structure,RPMI-8226,UACC-62,M14
Cc1nc(NC(=O)NC2CCCCC2)sc1C(=O)NN,112.5,90.8,94.9
CC(=O)c1cc2c(N)c(C(=O)Nc3cccc4cccnc34)sc2nc1C,101.1,91.5,116.1

# (list continues)
SMILES,HOP-92,UACC-62,M14,CCRF-CEM,HOP-62,RPMI-8226,EKVX,A549/ATCC
CC(C)c1ccc(C2=C/C(=C\c3ccc(Cl)cc3)C(=O)N2CCc2ccc(S(N)(=O)=O)cc2)cc1,112.2,80.1,110.0,99.4,110.5,92.5,92.5,90.4
CC(C)(C)OC(=O)N1CCC[C@]2(C)[C@H]3CC=C4[C@H]5[C@@H](O)C(C)(C)CC[C@]5(CO)CC[C@@]4(C)[C@]3(C)CC[C@H]2C1(C)C,93.5,71.1,31.6,33.8,79.7,20.1,31.8,34.9
[C-]#[N+][C@]12C(=O)[C@H](CCC1(C)C)C(C)(C)[C@H]1C(=O)N(C)c3cccc2c31,x,99.1,100.1,32.5,95.8,88.1,x,54.1
O=S(=O)(Nc1ccc(Cl)cc1Cl)c1ccc(-c2cnc(C3CC3)o2)cc1,51.2,35.3,10.8,18.6,31.5,21.6,38.1,26.5
COc1ccc(CC2=C(Nc3ccc4c(c3)OCO4)COC2=O)cc1,86.2,93.3,96.9,92.8,112.8,101.3,x,96.2
COc1ccc2[nH]cc(-c3nonc3-c3c[nH]c4ccc(Br)cc34)c2c1,54.0,56.0,31.8,38.6,33.8,52.7,29.9,35.3
COC(=O)Cc1cc(O)cc2oc(-c3ccc(O)c(O)c3)cc(=O)c12,98.7,93.2,102.3,83.1,89.7,77.0,103.8,88.6
COc1cc(/C=C2\C(=O)Nc3ccccc32)ccc1OCc1ccccc1,95.3,92.5,x,90.5,103.6,99.0,91.8,110.0
S=C(Nc1cccc2ccccc12)NN1CCCCCC1,81.5,93.2,109.7,96.3,96.7,98.2,91.8,98.9
CSc1nc(=O)n(Cc2ccc(Cl)cc2)c(=O)n1Cc1ccc(C)cc1,105.8,94.9,101.0,88.7,97.7,89.2,x,82.3
O=C1N(Cc2ccccc2)c2ccccc2[C@]12Oc1ccccc1[C@H]1CC(c3ccc(F)cc3)=NN12,80.9,76.7,105.4,77.7,99.1,77.2,66.1,95.8
COc1cc(-c2nc(-c3ccccc3)[nH]c2-c2ccnc(NCCCNS(=O)(=O)c3ccc(Cl)cc3)n2)ccc1Cl,87.7,91.2,47.5,35.0,117.1,49.4,48.6,46.1
Brc1ccc2c(-c3cncn3Cc3ccc(I)cc3)c[nH]c2c1,62.2,62.6,100.3,74.5,93.9,65.1,73.5,89.1
COc1ccc(-c2coc3c4c(ccc3c2=O)OCN(C(C)C)C4)cc1OC,94.9,103.6,99.1,103.8,104.8,x,103.7,101.9
Cc1[nH]c2ccccc2c1CCNC(=O)c1ccccc1F,107.7,100.0,105.0,98.1,95.7,101.8,103.7,97.5
COc1cc(N)ccc1Nc1c2ccccc2nc2ccccc12,x,89.6,94.1,x,83.6,x,x,40.8
CC(O)C(=O)OCCOc1ccccc1 (configuration not stated),73.5,114.3,114.5,103.3,113.4,103.0,112.2,118.7
N#C/C(=C\c1ccccc1Br)C(=O)c1ccccc1,93.2,98.4,89.0,103.0,x,104.3,94.8,105.3
O=C(NC1CCCCC1)OCC1OC(n2cnc3c(=O)[nH]cnc32)C(OC(=O)NC2CCCCC2)C1OC(=O)NC1CCCCC1 (configuration not stated),96.5,100.5,101.6,105.3,68.8,107.0,99.3,61.5
CNc1ccc(-n2ccc(=O)c(O)c2C)cc1,109.8,101.7,98.1,102.2,94.6,103.3,80.1,100.5
NC(=S)N/N=C(\C=C\c1cn(-c2ccccc2)nc1-c1ccccc1)c1cc2ccccc2oc1=O,73.8,67.2,48.5,41.4,47.7,69.9,88.4,61.1
c1ccc(Cn2cc3c(c2)-c2oncc2CC3)cc1,65.4,23.6,19.9,6.9*,21.1,8.3*,41.4,23.2
COc1ccc(/C=N/NC(=O)Cn2c(-c3ccc(S(C)(=O)=O)cc3)nc3ccccc32)cc1,94.1,90.8,92.1,105.6,106.7,105.1,97.0,112.7
CCCCC1CCc2cccc3c(SCC(=O)N(C)c4ccccc4Br)cc[n+]1c23 (configuration not stated),120.2,95.3,100.6,104.0,107.9,100.4,117.0,108.8
COc1ccc(CNc2nc3nc[nH]c3c(=O)n2C)cc1OC,79.1,91.9,100.4,130.0,97.7,x,79.6,100.1
SMILES,HOP-92,UACC-62,M14,CCRF-CEM,HOP-62,RPMI-8226,EKVX,A549/ATCC
CN=c1ccc2cc3ccc(NC)cc3oc-2c1,73.1,86.5&86.0,99.8&84.7,105.6&95.1,90.5&98.0,101.2&98.8,96.4&87.4,97.4&96.4
CSC(=N\N=C(/C)c1ccc(Br)cc1)/N=C/N(C)C,x,99.4,108.9,x,132.4,98.5,x,98.2
Fc1ccc(Nc2nc3nonc3nc2Nc2ccc(I)cc2)cc1,-25.9*,-21.4*,-4.0*,1.7*,-23.7*,-11.6*,3.9*,2.7*
c1ccc2cc3nc4cc5ccccc5cc4nc3cc2c1,94.3,96.5,101.1,-24.9*,83.5,58.6,100.0,88.4
N#CC1=C(N)OC2=C(C(=O)CCC2)C1c1ccco1 (configuration not stated),106.0,112.4,103.8,107.1,91.3,100.4,x,100.9
COc1cc(-c2nc3cc(Cl)c(Cl)cc3[nH]2)ccc1OCC(=O)NN,94.0,27.5,95.1,59.8,72.0,106.9,x,71.0
COc1cccc(-c2nc(-c3ccc(NC(=O)Oc4ccccc4)cc3)[nH]c2-c2ccnc(Br)c2)c1,106.2,85.1,95.3,93.5,107.4,x,101.4,99.0
N#Cc1c(-c2ccc(Cl)cc2Cl)c(C(N)=O)c(N)n(Cc2nc3ccccc3[nH]2)c1=O,83.6,86.0,105.7,100.1,93.8,95.1,87.3,99.7
COc1ccc2[nH]c(O)c(N=NC(=O)COc3ccc(-c4nc5ccccc5c(=O)[nH]4)cc3OC)c2c1,x,86.4,102.3,90.0,84.6,89.0,96.5,91.6
CCN(CC)c1cccc(OC(=O)Nc2cccc(Cl)c2Cl)c1,x,90.0,109.6,x,x,107.2,x,94.3
NC(=O)Nc1ccc2ccccc2c1,107.9,x,95.9,105.9,90.2,102.1,98.0,94.1
COc1cc(/C=C/c2ccccc2)cc(OC)c1,69.9,83.4,100.6,108.0,108.2,x,78.9,95.4
O=C1Cc2cc(CCN3CCNCC3)c(Cl)cc2N1Cc1ccc(-c2ccccc2-c2nn[nH]n2)cc1,x,92.9,101.1,x,111.2,x,89.8,95.9
CC(C)CSc1nc(NC2CC2)c(C#N)c(-c2ccc(F)cc2)n1,88.6,93.5,111.4,91.1,80.9,102.7,94.0,70.4
CCCCCCC[C@@H](O)CC(=O)N[C@H](CCCCN)C(=O)N[C@H](Cc1c[nH]c2ccccc12)C(=O)NC(CCCCN)C(=O)N[C@H](CC(C)C)C(=O)N[C@H](Cc1ccccc1)C(=O)N[C@H](CCCCN)C(=O)N[C@H](CCCCN)C(=O)N[C@H](CC(C)C)C(=O)N1CCCC1C(=O)N[C@H](CCCCN)C(=O)N[C@H](Cc1ccccc1)C(=O)N[C@H](CC(C)C)C(=O)N[C@H](Cc1c[nH]cn1)C(=O)N[C@H](CC(C)C)C(=O)N[C@H](C)C(=O)N[C@H](CCCCN)C(=O)N[C@H](CCCCN)C(=O)N[C@H](Cc1ccccc1)C(=O)O (some centres not stated),-54.4*,-39.2*,-43.4*,-39.6*,-59.0*,x,x,-47.3*
CCc1cccc(C(C)(C)C)c1NC(=S)/N=C/C(C(=O)c1ccccc1)=C(\O)c1ccccc1,96.2,91.8,93.3,99.1,108.5,101.1,93.0,87.9
Fc1ccc(-c2nc(-c3c[nH]c4ccccc34)cs2)cc1,98.8,91.6,98.0,41.3,84.7,96.4,80.8,99.8
N#Cc1c(-c2ccc(Cl)cc2)cc(-c2cc3ccccc3o2)nc1SCC(=O)c1ccc(Cl)cc1,83.7,93.5,96.9,105.6,91.4,83.6,116.1,110.9
Cc1ccc(NC(=O)N/N=C/c2c[nH]c3ccccc23)c(C)c1,16.3,8.7*,12.5,10.0,34.4,9.7*,34.7,14.9
CC(=O)/C(=C/N1CC(=O)NC1=S)C(=O)Nc1ccccc1C,90.8,97.5,101.6,97.7,105.7,99.6,104.0,98.4
c1cc(N2CCOCC2)nc(NCCNc2nc(N3CCOCC3)nc(N3CCOCC3)n2)n1,x,101.7,102.1,93.5,100.0,102.7,x,96.1

# Exported as tab-separated lines: three of the compounds above.
canonical_smiles	HOP-92	UACC-62	M14	CCRF-CEM	HOP-62	RPMI-8226	EKVX	A549/ATCC
COc1ccc2[nH]c(O)c(N=NC(=O)COc3ccc(-c4nc5ccccc5c(=O)[nH]4)cc3OC)c2c1	x	86.4	102.3	90.0	84.6	89.0	96.5	91.6
CCCCCCC[C@@H](O)CC(=O)N[C@H](CCCCN)C(=O)N[C@H](Cc1c[nH]c2ccccc12)C(=O)NC(CCCCN)C(=O)N[C@H](CC(C)C)C(=O)N[C@H](Cc1ccccc1)C(=O)N[C@H](CCCCN)C(=O)N[C@H](CCCCN)C(=O)N[C@H](CC(C)C)C(=O)N1CCCC1C(=O)N[C@H](CCCCN)C(=O)N[C@H](Cc1ccccc1)C(=O)N[C@H](CC(C)C)C(=O)N[C@H](Cc1c[nH]cn1)C(=O)N[C@H](CC(C)C)C(=O)N[C@H](C)C(=O)N[C@H](CCCCN)C(=O)N[C@H](CCCCN)C(=O)N[C@H](Cc1ccccc1)C(=O)O (some centres not stated)	-54.4*	-39.2*	-43.4*	-39.6*	-59.0*	x	x	-47.3*
O=C1Cc2cc(CCN3CCNCC3)c(Cl)cc2N1Cc1ccc(-c2ccccc2-c2nn[nH]n2)cc1	x	92.9	101.1	x	111.2	x	89.8	95.9
